Bioassay records: PubChem BioAssay, The Scripps Research Institute Molecular Screening Center
GPR151 activ – activators of human GPR151, primary screen, cell-based, PathHunter beta-arrestin, luminescence; G-protein coupled receptor 151 (Homo sapiens), Q8TDV0; PathHunter beta-arrestin GPR151 cells; activation, % at 11.2 µM; hit rate 1% among 650,000; in the data active = activation above about 4.9%;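 note: 0% = median of compound wells and 100% = cells with positive control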
Target sequence (Q8TDV0 whole entry, looked up): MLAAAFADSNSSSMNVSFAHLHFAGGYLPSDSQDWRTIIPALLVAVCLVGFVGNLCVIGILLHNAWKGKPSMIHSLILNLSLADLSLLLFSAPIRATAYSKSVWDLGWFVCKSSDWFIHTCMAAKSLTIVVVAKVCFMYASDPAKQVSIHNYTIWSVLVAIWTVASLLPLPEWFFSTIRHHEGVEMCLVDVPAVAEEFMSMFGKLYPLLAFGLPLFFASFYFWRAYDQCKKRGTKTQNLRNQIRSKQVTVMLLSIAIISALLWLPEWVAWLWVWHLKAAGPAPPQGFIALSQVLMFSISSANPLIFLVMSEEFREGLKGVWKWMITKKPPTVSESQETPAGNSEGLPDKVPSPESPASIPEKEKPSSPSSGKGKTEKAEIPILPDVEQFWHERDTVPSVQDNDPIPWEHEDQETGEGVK
MITF inh – MITF inhibitors, primary screen, biochemical, AlphaScreen, human | Microphthalmia-associated transcription factor (Homo sapiens), O75030 | AlphaScreen MITF homodimerization, bead proximity signal | inhibition, % at 2.6 µM | hit rate 0.91% among 650,000; in the data active = inhibition above about 50%;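 note: 0% = vehicle wells with protein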
Target sequence (O75030 whole entry, looked up): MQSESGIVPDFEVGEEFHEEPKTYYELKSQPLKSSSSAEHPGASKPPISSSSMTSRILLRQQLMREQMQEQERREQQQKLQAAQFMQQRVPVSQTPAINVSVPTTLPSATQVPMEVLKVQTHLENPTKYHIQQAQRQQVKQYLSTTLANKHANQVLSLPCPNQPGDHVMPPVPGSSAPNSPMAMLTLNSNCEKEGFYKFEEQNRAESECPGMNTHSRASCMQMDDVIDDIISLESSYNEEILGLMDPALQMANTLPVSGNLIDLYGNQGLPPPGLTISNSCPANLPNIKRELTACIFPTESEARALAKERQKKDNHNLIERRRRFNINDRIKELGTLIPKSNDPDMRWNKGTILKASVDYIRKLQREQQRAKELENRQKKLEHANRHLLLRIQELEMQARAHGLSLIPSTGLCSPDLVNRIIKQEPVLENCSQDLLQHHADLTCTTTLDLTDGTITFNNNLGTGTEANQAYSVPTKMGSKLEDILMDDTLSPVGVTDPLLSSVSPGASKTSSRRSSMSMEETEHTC
TEAD-YAP inh – TEAD-YAP interaction inhibition, primary screen, TEAD-YAP interaction inhibitor project, luminescence, HEK-TIYL cells | inhibition, % at 9.12 µM | hit rate 1.4% among 640,000 | TEAD-Gal4/YAP UAS-luciferase luminescence; in the data active = inhibition above about 32%;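 note: 0% = median of test compound wells and 100% = reference inhibitor wells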
FBW7 activator – FBW7 E3 ligase activators, primary screen, biochemical, AlphaScreen, human; F-box/WD repeat-containing protein 7 (Homo sapiens), Q969H0; AlphaScreen FBW7–phospho-cyclin E peptide binding, activator screen; normalized activity (activation), % at 26.1 µM; hit rate 0.13% among 650,000; AID 1259310, 2017; in the data active = normalized activity above about 1.9%;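 note: purified mutant Fbw7 with reduced substrate affinity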
Active calls of the source: *.

SMILES	GPR151 activ	MITF inh	TEAD-YAP inh	FBW7 activator
Cc1cc(C)cc(NC(=O)c2sc3ncn(CC(=O)N4CCCC(C)C4)c(=O)c3c2C)c1 (stereo unspecified)	-1.9	0.6	-7.3	0.0
O=C(C1CCN(Cc2cccnc2)CC1)N1CCN(Cc2ccc3c(c2)OCO3)CC1	-1.0	45.3	5.5	-0.1
CCCOc1ccc(/C=C/C(=O)Nc2ccc(N3CCOCC3)cc2)cc1	1.7	5.1	-9.6	0.0
O=C(c1ccc2c(c1)OCO2)N1CCC2(CC1)OCc1cc(Cl)ccc1O2	-1.2	-21.3	9.8	0.0
O=C(Nc1ccc([N+](=O)[O-])cn1)c1cc(-c2ccc3c(c2)OCO3)nc2ccccc12	-1.5	1.9	3.8	0.1
COc1cccc(/C=N/NC(=O)CSc2nc3ccccc3[nH]2)c1	3.0	3.4	-3.1	0.0
O=C(NCCNc1ccc(Cl)cc1[N+](=O)[O-])c1cc2ccccc2o1	0.8	4.5	6.1	-0.1
CCOC(=O)CC1=NN(c2ccccc2)C(=O)C1	1.7	-5.7	2.6	0.1
COc1ccc(NC(=O)CSc2nc(-c3cccc(C)c3)ns2)cc1	0.2	14.1	-2.6	-0.2
O=C1OC(c2ccc(I)cc2)=N/C1=C\c1ccccc1F	0.0	0.8	11.0	-0.1
O=[N+]([O-])c1cccc(S(=O)(=O)N2CCCC(C(F)(F)F)C2)c1 (stereo unspecified)	-1.9	10.7	-1.5	0.1
O=C(Cc1ccc(F)cc1)Nc1nc(-c2ccc(F)c(F)c2)cs1	-1.8	13.5	12.2	0.6
COC(=O)c1cc(Br)ccc1NC(=O)c1ccco1	-0.4	16.5	-0.9	-0.2
CCc1cnc2c(c1OC)c(=O)n(CC(=O)Nc1cccc3ccccc13)c(=O)n2C	0.3	7.6	1.5	0.1
CC(=O)Nc1ccc2nc(SCC(=O)Nc3ccc(C)cc3)sc2c1	1.3	2.4	-14.6	-0.2
COc1cccc(NC(=O)CSc2nc3cc4c(cc3c(=O)n2CCCC(=O)NCc2ccc3c(c2)OCO3)OCO4)c1	-0.2	16.8	-0.3	0.1
O=[N+]([O-])c1cccc(C2Nc3c(F)cccc3C3C=CCC32)c1 (stereo unspecified)	-1.3	10.9	-15.5	0.3
c1cc(CCNc2nccn3c(-c4ccoc4)cnc23)ccn1	0.2	-17.7	31.1	-1.1
Cc1c(CCC#N)c(NCCCN(C)C)n2c(nc3ccccc32)c1C#N	-1.1	3.5	-5.6	0.5
CCOc1ccc(N(C(C)C(=O)Nc2c(C)cccc2CC)S(C)(=O)=O)cc1 (stereo unspecified)	1.0	-7.4	-2.1	-0.2
N#CCSc1nc2ccccc2c(=O)n1CCCC(=O)NCC1CCCO1 (stereo unspecified)	-1.0	4.6	4.3	0.5
COc1ccccc1C(=O)N/C(=C/c1ccc2c(c1)OCO2)C(=O)Nc1cccc(C(=O)O)c1	-1.0	5.4	4.6	-0.1
O=C(Nc1cccc(F)c1)c1cccc(F)c1F	0.7	-6.2	-24.3	0.0
NNC(=O)COc1cccc(Br)c1	-0.8	2.7	9.6	0.0
CCOC(=O)C1(Cc2ccccc2)CCCN(S(=O)(=O)c2cccc(NC(C)=O)c2)C1 (stereo unspecified)	-0.9	-2.5	-3.3	-0.2
Cc1nc2c(c(=O)[nH]1)CCN(Cc1ccc(F)c(F)c1)C2	-0.1	0.8	-3.2	-0.1
CCOc1ccc(/C(=N/O)C(C)NO)cc1 (stereo unspecified)	0.8	5.7	1.6	-0.2
CC1CCc2sc(NC(=O)c3ccccc3[N+](=O)[O-])c(C#N)c2C1 (stereo unspecified)	0.4	11.5	-18.9	0.0
Nc1c(C=C2C=CC(=O)C=C2)c(=O)nc2sc(C3CCCCC3)nn12	-2.3	-2.4	1.6	-0.2
O=C(c1cnc2scc(-c3ccc(Cl)cc3)n2c1=O)N1CCOCC1	0.4	6.5	-7.1	0.9
O=C(NCCOC(=O)c1ccccc1Cl)c1cccnc1	0.6	-0.2	-3.1	-0.1
O=C(Cn1nnc(-c2ccccc2NC(=O)c2cccs2)n1)NC1CCCCC1	-0.2	3.0	5.4	0.0
O=c1cc(O)sc2ccccc12	-1.1	12.3	-12.3	0.1
Nn1c(SCC(=O)Nc2ccc3c(c2)OCCO3)nnc1-c1ccc(Cl)cc1	-0.2	12.6	10.6	-0.1
CN(CC(O)CO)c1nncc(-c2cccc(Cl)c2)n1 (stereo unspecified)	0.7	-9.8	-9.9	-0.2
O=C(OCC(=O)N1CCc2ccccc21)c1cc(I)ccc1O	-0.8	4.8	14.1	0.0
COc1ccc(NC(=O)CC2C(=O)N(c3ccccc3)C(=O)N2Cc2cccs2)cc1 (stereo unspecified)	-1.5	0.0	7.0	0.7
Cc1nc(SCC(=O)NCc2ccco2)c2c3c(sc2n1)CCCC3	0.6	2.4	3.7	-0.1
N#CC1=C(N)SC(N)=C(C#N)C1c1ccc(Cl)c(Cl)c1	-1.3	-1.3	-38.0	-0.2
CCN1CCCC1CN1C(=O)CCC1CCNCc1ccccc1F (stereo unspecified)	-1.2	-3.6	-4.5	-0.1
C=CCN1C(=O)C(CC(=O)Nc2ccccc2F)S/C1=N/c1nc2ccccc2s1 (stereo unspecified)	0.0	-2.4	-4.5	-0.1
N#CC(C#N)=C(N)/C(C#N)=C/c1cccs1	0.0	2.8	6.6	-0.2
CCOc1ccc(N2C(=O)CC(NCCc3ccccc3F)C2=O)cc1 (stereo unspecified)	0.4	14.4	-4.7	0.1
CCOc1cc(C(=O)NC(C)C2CCCO2)cc(OCC)c1OCC (stereo unspecified)	-1.3	1.1	11.6	-0.1
CC(=O)N1CC(C)Sc2cc(S(=O)(=O)N3CCCCCC3)ccc21 (stereo unspecified)	-0.7	10.3	-6.5	-0.1
Cc1ccc(C(=O)CSc2nc3nc(C)cc(C)c3c(=O)[nH]2)cc1	1.1	-7.8	-5.3	0.0
O=C(N/N=C/c1cc(Br)ccc1O)c1ccccc1	0.4	11.1	25.6	-0.8
COC(=O)C(Cl)(c1ccc(O)cc1)C(F)(F)F (stereo unspecified)	-0.8	-9.2	4.0	-0.1

One compound at a time, from the list above.
Profile of CC1CCc2sc(NC(=O)c3ccccc3[N+](=O)[O-])c(C#N)c2C1 (stereo unspecified) : GPR151 activ = 0.4; MITF inh = 11.5; TEAD-YAP inh = -18.9; FBW7 activator = 0.0
Profile of Nc1c(C=C2C=CC(=O)C=C2)c(=O)nc2sc(C3CCCCC3)nn12 : GPR151 activ = -2.3; MITF inh = -2.4; TEAD-YAP inh = 1.6; FBW7 activator = -0.2

Later entries:
SMILES	GPR151 activ	MITF inh	TEAD-YAP inh	FBW7 activator
O=C(CCN1CCCC1)NCC1OCCc2ccccc21 (stereo unspecified)	-0.4	-5.3	3.5	0.0
Cc1cccc(N(CC(O)Cn2c3ccccc3c3ccccc32)S(=O)(=O)c2ccc(Cl)cc2)c1C (stereo unspecified)	-1.7	-3.1	4.3	0.4
CCOC(=O)COc1ccc2c(=O)c(Oc3cccc(C)c3)c(C(F)(F)F)oc2c1	-0.3	5.3	5.7	0.2
COc1ccc(-c2nc(CSCC(=O)NC3CCCCCC3)c(C)o2)cc1	-0.8	-18.1	2.9	0.1
CCCNc1ncnc2c1cnn2-c1cccc(C)c1	-1.3	-0.3	-2.1	0.1
CCc1ccc(NS(=O)(=O)c2ccc(OC)cc2)cc1	-0.7	1.1	3.0	0.0
CCOC(=O)c1c(C)n(C)c2ccc(OCC(O)CN3CCN(C(=O)c4ccccc4)CC3)cc12 (stereo unspecified)	-0.3	5.7	0.5	0.1
CC(=O)N1c2ccc(S(=O)(=O)NC(C(=O)NC3CCCCC3)C(C)C)cc2CC1C (stereo unspecified)	-1.3	19.5	4.5	0.1
COc1ccc(N2CCN(CC(O)COCc3ccccc3)CC2)cc1 (stereo unspecified)	0.3	3.6	-6.9	0.2
CCN(c1ccccc1C)S(=O)(=O)c1ccc(NC(C)=O)cc1	0.9	-0.8	3.4	0.2
Cn1c(=O)n(C)c2cc([N+](=O)[O-])c(N3CCOCC3)cc21	-1.4	14.8	6.0	0.0
COc1cc([N+](=O)[O-])cc2cc(C(=O)NCc3ccc(C)cc3)c(=O)oc12	-0.8	-1.5	-2.6	0.0
CCOC(=O)C1=CN(Cc2ccc(F)cc2)C=C(C(=O)OCC)C1c1ccc(C(F)(F)F)cc1	0.4	-19.7	8.6	0.9
CN(C)CC(O)CN1C(=O)NC(C)(C)C1=O (stereo unspecified)	-0.3	-5.3	2.2	0.2
COCC(=O)Nc1cc(Cl)c(OC)cc1OC	-1.1	1.2	-13.3	-0.2
COc1cccc(C(=O)Nc2nnc(S(=O)(=O)N(CC(C)C)c3ccccc3)s2)c1	3.7	-1.1	5.3	0.0
Cc1ccc(C)n1-c1ccc(N2CCN(c3ccccc3)CC2)c([N+](=O)[O-])c1	-1.4	12.2	-0.6	0.6
Cc1cnc(Nc2ccccc2)nc1NCCN1CCOCC1	2.8	-3.8	-1.1	-0.2
COc1ccc(-n2nc(C(=O)NCC(=O)NCc3ccco3)c3ccccc3c2=O)cc1	1.5	2.2	11.1	-0.1
COc1cc(=O)n2c(c1C(=O)N(C)Cc1nonc1C)CCN(Cc1ccsc1)CC2	0.7	11.0	0.9	0.2
CCOc1cc(/C=C(/C#N)c2ccc(Cl)cc2)ccc1OCC(N)=O	-0.6	2.2	-3.0	0.0
COc1ccccc1CNC(=O)CCCn1c(=O)[nH]c2ccsc2c1=O	0.8	-1.9	0.1	0.0
CC1(C)C(C)(C(=O)O)C12CCC2C(=O)NCc1ccco1 (stereo unspecified)	0.3	18.4	-9.6	1.2
COc1cccc2cc(C(=O)Nc3ccc(Br)cc3)c(=O)oc12	-1.9	-7.0	-0.8	0.1
CCOCCCNC(=O)c1ccc2nc(N3CCOCC3)sc2c1	-0.2	4.6	-6.1	-0.2
CCC(C)NC(=O)C1CCN(S(=O)(=O)c2cnc[nH]2)CC1 (stereo unspecified)	0.0	-9.4	-9.5	-0.2
C/C=C\C(=O)Nc1ccc([N+](=O)[O-])cc1NC(=O)/C=C\C	2.6	11.7	-7.8	-0.2
CCCN(C)C(=O)c1c(C)nc2c(C)cccn12	-0.4	-17.6	-0.9	-0.2
CC(C)(C)n1nc2c(c1NC(=O)Cc1ccccc1)CS(=O)C2 (stereo unspecified)	2.5	12.7	0.6	0.1
CNc1nc(-c2ccc3c(c2)CCN3S(C)(=O)=O)cs1	6.8*	7.5	-39.7	0.0
O=C(Cc1cccs1)N/N=C\c1ccccc1Br	1.2	11.8	-21.1	0.1
COC(=O)COc1ccc(-c2ccccc2)cc1C=O	2.5	0.1	10.0	0.0
CC(=O)Nc1ccc(C(=O)NCc2ccco2)cc1	3.5	11.0	17.9	0.0
COc1ccccc1C(=O)COC(=O)Cc1ccccc1F	1.1	4.2	4.5	0.0
COc1ccc(CN2CCN(Cc3cc(C(C)C)n[nH]3)CC2CCO)c(C)c1C (stereo unspecified)	0.4	-1.8	10.8	0.0
Cc1cc(Br)ccc1OCC(=O)NC(C)(C)C	-1.0	-2.7	-1.5	-0.1
Cc1c(CC(=O)O)c(=O)oc2c(C)c(OCC(=O)O)ccc12	-1.1	17.4	-2.9	0.1
O=C(NC1CCN(Cc2ccccc2)CC1)c1csc(NCCCN2CCCC2=O)n1	-0.5	-1.4	6.8	-0.1
Cc1cccc(CNC(=O)C2CC23CCN(Cc2ccc(C#CC(C)(C)O)cc2)CC3)n1 (stereo unspecified)	0.7	-4.7	4.7	-0.2
COc1cc([N+](=O)[O-])ccc1-c1ccc(/C=C2\C(=O)N(c3ccc(C(=O)O)cc3)N=C2C)o1	0.8	8.0	1.3	-0.1
CC(C)Oc1ccc(OCCn2c(S(=O)(=O)O)nc3c(N)ncnc32)cc1	1.5	-8.8	-11.4	0.0
COc1ccccc1C(=O)Nc1ccnn1C1CCN(Cc2ccccc2Cl)CC1	2.6	4.3	8.4	-0.1
Cc1ccc(S(=O)(=O)NC(=O)C(C)Oc2cccc(C)c2)cc1 (stereo unspecified)	-1.0	0.0	-6.7	-0.4
COC(=O)C(CCSC)NC(=O)COc1ccc(N2CCCC2)nn1 (stereo unspecified)	0.8	-3.2	-1.8	-0.8
CC1(C)Cc2c(C#N)c(NCCCO)nc(-c3ccccc3)c2CO1	-0.2	-17.4	-10.5	0.0
CNC(=O)CC1C(=O)N(C)C(=S)N1NC(=O)c1cccc(F)c1 (stereo unspecified)	-1.2	12.8	-4.7	0.0
O=C(NC1CC1)c1cccc(Nc2nccc3ccccc23)c1	-1.1	7.4	-47.5	0.1
CCOC(=O)c1cnc2c(C)cc(C)cc2c1Nc1ccc(C(C)=O)cc1	-0.6	1.4	9.4	-0.2
Nc1cc(-c2nc3ccccc3[nH]2)n[nH]c1=O	-3.2	10.6	-13.4	-0.1
CCOc1ccc2ccccc2c1/C=N/NC(=O)COc1nc(C)cc(COC)c1C#N	-0.2	0.8	-1.1	0.7
